Assay outcomes (PubChem BioAssay)
Pin1 inhibitor: human Pin1 inhibition; Q13526; 390,000 tested, 0.009% active; Potency, µM (doses to about 115 µM), without a hit: at the top dose activity, negative = inhibition, hits mostly inhibitors; Pin1 FP peptide displacement, HiFluor488, 10 min; active = well fitted inhibition curve with a large enough effect in the polarisation, with a control signal flat, not every such curve was filed as active; inconclusive = small, poorly fitted or top-dose-only effect, or effect the other way, or a change in a side signal; inactive = no such curve, though single readings can be large or run the other way; the % refers to the polarisation; also: potency is read from the fitted curve at half-maximal effect; % is scaled to controls: 0 for no effect and ±100 for the full control effect
Target sequence (Q13526 whole entry, looked up): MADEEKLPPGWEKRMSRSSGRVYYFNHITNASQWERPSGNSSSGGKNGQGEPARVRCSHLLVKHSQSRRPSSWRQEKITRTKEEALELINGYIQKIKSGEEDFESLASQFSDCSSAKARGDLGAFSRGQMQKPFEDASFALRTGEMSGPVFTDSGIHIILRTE
D2 ag: activates the human D2 dopamine receptor; HEK293 T-REx D2 cells, calcium flux agonist mode; activation, % at 2 µM; P14416; 340,000 tested, 0.53% active;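 active = activation over 3 SD above normal in the single-dose calcium agonist read, cut at about 30% in these data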; also: 0% is about no effect
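Tetracycline-induced HEK293 T-REx cells with force-coupled D2 receptor, plated overnight at 30 C, loaded with no-wash calcium dye. After a 10 s baseline, compound was pin-added and calcium flux read kinetically for 180 s; calcium rises flagged agonists.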
D2 antagonist: D2 dopamine receptor (human) antagonism; P14416; HEK293 TREx D2 cells, calcium flux, dopamine EC80; inhibition, % at 10 µM; 340,000 tested, 2% active; AID 485344; in the data active = inhibition above about 30%; also: 0% is about no effect
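Cells plated overnight at 30 C with tetracycline; no-wash calcium dye, 30–90 min RT; 10 s baseline; compound pinned; 180 s read; EC80 dopamine added; another 180 s read.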
TRHR ag: TRH receptor (human) agonism; activation, % at 2 µM; TRHR cells, calcium flux fluo-8, FDSS agonist mode; P34981; 360,000 tested, 0.18% active; in the data active = activation above about 30%; also: 0% is about no effect
Target sequence (P34981 whole entry, looked up): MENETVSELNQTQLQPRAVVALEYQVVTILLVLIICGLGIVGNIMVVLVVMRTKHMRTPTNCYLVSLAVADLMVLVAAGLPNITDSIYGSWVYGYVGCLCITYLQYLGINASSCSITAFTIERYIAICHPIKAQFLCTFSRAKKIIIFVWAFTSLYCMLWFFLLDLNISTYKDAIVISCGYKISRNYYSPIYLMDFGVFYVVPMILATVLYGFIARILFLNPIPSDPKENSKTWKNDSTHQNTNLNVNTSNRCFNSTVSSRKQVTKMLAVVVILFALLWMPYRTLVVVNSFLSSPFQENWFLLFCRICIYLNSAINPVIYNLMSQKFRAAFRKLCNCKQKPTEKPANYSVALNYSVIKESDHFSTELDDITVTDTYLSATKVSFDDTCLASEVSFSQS
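Fluo-8-loaded TRHR cells; 10 s baseline, compound added, kinetic Ca2+ fluorescence read 1/s, agonist mode.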
rTrxR1 inhibitor: blocks rat thioredoxin reductase 1; Potency, µM (titrated, usually from 114 µM), inactives show top-dose activity change, negative = inhibition, actives largely listed as inhibitors; recombinant rTrxR1, NADPH fluorescence consumption, selenite substrate; O89049; AID 588453; 390,000 tested, 1% active; also: potency is read from the fitted curve at half-maximal effect; % is scaled to controls: 0 for no effect and ±100 for the full control effect; nearly all actives have a fitted effect of over 65% in size
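Rat TrxR1 (90 nM in the dispensed reagent) was pre-reduced with 400 uM NADPH for 5 min at room temperature, then incubated with compound for 15 min. After 400 uM selenite was added, NADPH fluorescence (Ex 340/Em 450 nm) was followed for 8 min.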
TRHR PAM: allosteric enhancers of human TRH receptor. P34981. TRHR cells, fluo-8 calcium fluorescence, EC20 TRH enhancement. enhancement, % at 2 µM. 360,000 tested, 0.66% active. AID 493056; in the data active = enhancement above about 30%; also: 0% is about no effect
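TRHR-expressing cells loaded with fluo-8 calcium dye were read kinetically (ex 480/em 530) during compound addition, then stimulated with an EC20 of TRH (10 nM final). Enhancement of the Gq-mediated intracellular calcium response was scored.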
USP1-UAF1 inh: inhibitors of human USP1/UAF1 deubiquitinase; AID 743255; recombinant USP1/UAF1, Ub-Rhodamine cleavage fluorescence; Potency, µM (doses to about 57.1 µM), without a hit: at the highest dose activity change, negative = inhibition, hits mostly inhibitors; 390,000 tested, 0.23% active; also: potency is read from the fitted curve at half-maximal effect; % is scaled to controls: 0 for no effect and ±100 for the full control effect; nearly all actives have a fitted effect of over 60% in size; inactives centre near -12
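USP1/UAF1 complex (1 nM) preincubated 15 min at room temperature with compound, then Ub-Rho substrate (150 nM final) added. Kinetic fluorescence at 480/540 nm over 6 reads at 60 s intervals; 50 mM HEPES pH 7.8, 0.5 mM EDTA, 0.1 mg/ml BSA, 1 mM TCEP, 0.01% Tween-20.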
IDH1 R132H inh: blocks human mutant IDH1 R132H enzyme; 390,000 tested, 0.093% active; IDH1-R132H enzyme, NADPH consumption, diaphorase/resazurin fluorescence; Potency, µM (top dose mostly 76.6 µM), inactives show at the top dose activity change, negative = inhibition, most hits filed as inhibitors; AID 602179; also: potency is read from the fitted curve at half-maximal effect; % is scaled to controls: 0 for no effect and ±100 for the full control effect; nearly all actives have a fitted effect of over 65% in size
Target sequence (O75874 whole entry R132H, stated change not applied): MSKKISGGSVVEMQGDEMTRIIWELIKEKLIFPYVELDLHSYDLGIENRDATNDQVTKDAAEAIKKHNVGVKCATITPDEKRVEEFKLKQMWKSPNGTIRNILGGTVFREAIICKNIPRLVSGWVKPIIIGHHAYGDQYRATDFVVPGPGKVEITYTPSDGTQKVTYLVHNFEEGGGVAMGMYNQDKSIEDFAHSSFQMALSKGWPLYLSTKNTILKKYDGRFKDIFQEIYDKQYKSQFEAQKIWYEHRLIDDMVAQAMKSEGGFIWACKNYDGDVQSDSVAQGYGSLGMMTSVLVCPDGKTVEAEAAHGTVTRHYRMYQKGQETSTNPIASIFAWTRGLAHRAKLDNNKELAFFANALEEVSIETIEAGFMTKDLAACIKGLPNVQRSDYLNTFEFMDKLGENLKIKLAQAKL
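IDH1-R132H (0.5 ug/mL dispensed) in pH 7.5 Tris buffer was preincubated 30 min with compound, then given a substrate mix of 0.016 mM NADPH and 2 mM alpha-KG for 80 min at room temperature; remaining NADPH was read by diaphorase/resazurin fluorescence.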
TrxR1 substrate: substrates of rat thioredoxin reductase 1; AID 588456; 390,000 tested, 0.01% active; purified TrxR1 substrate turnover, NADPH consumption readout; Potency, µM (series often up to 114 µM), without a hit: at the top dose activity change, negative = substrate turnover; also: potency is read from the fitted curve at half-maximal effect; % is scaled to controls: 0 for no effect and ±100 for the full control effect; nearly all actives have a fitted effect of over 50% in size
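Rat TrxR1, dispensed at 90 nM, was prereduced with 400 uM NADPH (final) for 5 min at ~22 deg C, then incubated with compound 15 min before 400 uM selenite. A first-read NADPH fluorescence drop versus no-compound background flagged substrates.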
An asterisk follows results filed as active; ? = inconclusive; / = no result given; & = joins results of further samples; [ ] = another dose, or the depositor's remark. Unless noted, calls follow the shape of the dose curve; as a rule, active = well fitted inhibition curve with a large enough effect; inconclusive = small, poorly fitted or top-dose-only effect; inactive = no such curve, though single readings can be large or run the other way.

Sequence of screens – Pin1 inhibitor | D2 ag | D2 antagonist | TRHR ag | rTrxR1 inhibitor | TRHR PAM | USP1-UAF1 inh | IDH1 R132H inh | TrxR1 substrate
[1] CCOC(=O)c1[nH]c2ccccc2c1NC(=O)c1cc(OCC)c(OCC)c(OCC)c1
    1% | -0.4 | / | -0.4 | 21% | 1 | -24% | -4% | 10%
[2] CCCOc1ccc(CCC(=O)N/N=C/c2ccncc2)cc1
    -9% | -0.1 | 8 | -1.2 | 20% | 1 | -9% | -5% | 16%
[3] N#Cc1ccccc1S(=O)(=O)N1CCN(c2cnccn2)CC1
    -10% | / | / | 0.2 | 1%[57.1 µM] | -5 | -9% | -9% | 1%[57.1 µM]
[4] CC1C(=O)Nc2ccc(S(=O)(=O)N3CCCCCC3)cc21 (centres undefined)
    -1% | / | / | 0.1 | -8% | -2 | -13% | -5% | -3%
[5] Cc1csc(NC(=O)c2cccc(S(=O)(=O)N3CCCCC3)c2)n1
    5% | 0.3 | 9 | 1.3 | 5%[57.1 µM] | 14 | -5% | 4% | 5%[57.1 µM]
[6] CN(C)C(=O)COc1ccc(Br)cc1
    -6% | 0.8 | 4 | 0.2 | 22% | -1 | -2% | 6% | 10%
[7] CC(C)(C)C1=Nn2c(nnc2-c2ccccc2F)SC1
    -3% | -0.4 | -14 | -0.5 | 11% | 13 | 1% | 3% | 20%[57.1 µM]
[8] COc1ccc(S(=O)(=O)c2c[nH]c(=S)[nH]c2=O)cc1Cl
    -6% | -1.7 | 24 | -1.4 | -14% | -2 | -13% | 15% | -14%
[9] O=C(NCCC1=CCCCC1)c1ccc(Br)o1
    0% | -0.6 | 8 | -0.4 | 8%[57.1 µM] | -4 | -19% | 2% | 11%[57.1 µM]
[10] O=C(Nc1ccccc1Cl)c1ccccc1Cl
    0% | 0.1 | 4 | -0.3 | -30%[57.1 µM] | -2 | -11% | 3% | -7%[57.1 µM]
[11] Cc1ccc(NC(=O)CN(C)C(=O)c2cccnc2Nc2cccc(C(F)(F)F)c2)cc1
    ? | 2.2 | -8 | 0.5 | 39%[activator] | -20 | -29% | -14% | 0%
[12] CC1CCc2ccccc2N1C(=O)c1cccs1 (centres undefined)
    ? | / | / | -1.4 | 8%[57.1 µM] | 0 | -12% | 8% | 7%[57.1 µM]
[13] COc1ccc(C2C(C(C)=O)=C(Nc3ccccc3)CC(C)(O)C2C(C)=O)cc1OC (centres undefined)
    -5% | -0.2 | 9 | -0.4 | 0%[57.1 µM] | 4 | -16% | 7% | 9%[57.1 µM]
[14] NC(Cc1ccc(OC(F)F)cc1)C(=O)O (centres undefined)
    -2% | 0.5 | 20 | 0.1 | -28% | -4 | -22% | 7% | 9%
[15] O=C(NC1CCCc2ccccc21)c1ccccc1OC(F)F (centres undefined)
    1% | -2.5 | -16 | -0.6 | 12% | -6 | -3% | 1% | 2%
[16] CCOc1ccc(CCNC(=O)Cn2ncc3c([nH]c4ccccc43)c2=O)cc1OCC
    -8% | 0.7 | / | 0.3 | 17% | 9 | -18% | 8% | 6%
[17] CCOc1ccc2nc(NS(=O)(=O)c3cccs3)sc2c1
    6% | 0.6 | 0 | -0.3 | 9%[57.1 µM] | -4 | -19% | 0% | -9%
[18] O=C1C=C(c2cc3ccccc3s2)C[C@@H](c2ccc3c(c2)OCO3)C1
    -9% | 0.0 | 0 | 0.3 | 14% | 0 | -16% | -10% | -1%
[19] CCOc1ccc(C2C(=O)N(C3CCCCCC3)CC(=O)N2CCC2=CCCCC2)cc1OC (centres undefined)
    -3% | 0.5 | / | 0.8 | -3%[57.1 µM] | 8 | -4% | 1% | -9%[57.1 µM]
[20] CCCC(=O)Nc1ccc(C(=O)N/N=C/c2ccc[nH]2)cc1
    9% | 0.4 | -8 | 0.8 | ? | -1 | -17% | 4% | -12%
[21] CCCC(=O)NC(C)C(c1cccs1)N1CCN(c2ccccc2)CC1 (centres undefined)
    3% | 0.1 | -9 | 0.4 | -6%[57.1 µM] | 3 | -17% | 3% | 1%[57.1 µM]
[22] O=C(COc1ccccc1)Nc1ccc2[nH]ncc2c1
    2% | 0.3 | -4 | -0.5 | 21% | 1 | -13% | 6% | 4%
[23] COc1cc(S(=O)(=O)N2CCOCC2)ccc1NC(=O)COC(=O)/C=C/c1cc(OC)c(OC)c(OC)c1
    16% | / | / | / | 7%[57.1 µM] | / | -8% | 12% | 17%
[24] CCOc1ccccc1N1C(=O)c2cccnc2C1=O
    0% | 0.3 | -1 | -0.2 | 11% | 0 | -22% | 2% | 5%
[25] O=C1CCCCN1CC(=O)N1CCCC(Nc2ccc(F)c(F)c2)C1 (centres undefined)
    -13% | -0.5 | 15 | 0.4 | 7% | 1 | -23% | 10% | -4%
[26] CCC(C)NC(=O)c1ccc2c(c1)N(Cc1cccc(Cl)c1)C(=O)c1ccccc1S2=O (centres undefined)
    6% | 0.9 | / | 0.8 | -11%[57.1 µM] | -11 | -1% | -13% | -13%[57.1 µM]
[27] Cc1cccc(N2CCN(S(=O)(=O)c3cccc4nonc34)CC2C)c1 (centres undefined)
    -7% | -1.7 | -16 | 0.0 | 16%[11.4 µM] | -6 | -22% | 0% | 3%[11.4 µM]
[28] COc1ccccc1NC(=O)CSc1nnc(-c2ccncc2)o1
    1% | 0.6 | -12 | 0.2 | -6% | -1 | -6% | 7% | -1%
[29] COc1ccccc1NC(=O)c1ccc2[nH]c(C)c(C)c2c1
    5% | 1.6 | 10 | 0.4 | 6% | 4 | -21% | 23% | -6%
[30] Cc1cc(C)n(-c2nc3ccccc3nc2N2CCN(C(=O)c3ccc(Cl)cc3)CC2)n1
    -13% | / | / | -1.2 | 16% | 30* | -2% | -2% | 0%

Profiles as entered above:
`O=C1CCCCN1CC(=O)N1CCCC(Nc2ccc(F)c(F)c2)C1` (centres undefined) across the screens: Pin1 inhibitor = -13%; D2 ag = -0.5; D2 antagonist = 15; TRHR ag = 0.4; rTrxR1 inhibitor = 7%; TRHR PAM = 1; USP1-UAF1 inh = -23%; IDH1 R132H inh = 10%; TrxR1 substrate = -4%
`Cc1cccc(N2CCN(S(=O)(=O)c3cccc4nonc34)CC2C)c1` (centres undefined) across the screens: Pin1 inhibitor = -7%; D2 ag = -1.7; D2 antagonist = -16; TRHR ag = 0.0; rTrxR1 inhibitor = 16%[11.4 µM]; TRHR PAM = -6; USP1-UAF1 inh = -22%; IDH1 R132H inh = 0%; TrxR1 substrate = 3%[11.4 µM]

The listing continues.
Sequence of screens – Pin1 inhibitor | D2 ag | D2 antagonist | TRHR ag | rTrxR1 inhibitor | TRHR PAM | USP1-UAF1 inh | IDH1 R132H inh | TrxR1 substrate
[31] CN(C)c1ccnc(Nc2ccc(O)cc2)c1C#N
    -15% | 0.8 | 0 | 0.4 | 3%[57.1 µM] | 0 | -16% | 5% | 1%[57.1 µM]
[32] CC1CCN(C(=O)CSc2c3c(nc4cc(Cl)ccc24)CCCC3)CC1
    0% | -1.9 | / | -0.1 | 3% | 2 | -19% | 18% | -7%
[33] Cc1ccc(-c2nnc(SCC(=O)NC3CCCc4ccccc43)n2N)cc1 (centres undefined)
    14% | 0.0 | 4 | -0.4 | 9% | 2 | -9% | 5% | 3%
[34] O=C(/C=C/c1cccc([N+](=O)[O-])c1)Nc1ccc(NC(=O)c2cccs2)cc1
    6% | 2.2 | 7 | 1.8 | 5% | -22 | -6% | -1% | -6%
[35] O=C(N/N=C/c1cccnc1)c1ccc(NC(=O)c2cccc(Cl)c2)cc1
    17% | / | / | -0.5 | 11% | 11 | -34% | -1% | 4%
[36] COc1ccc(C(=O)Cn2cc[n+](C)c2)cc1
    -4% | 0.6 | -7 | 0.5 | -1%[57.1 µM] | 5 | -5% | 2% | -11%
[37] CCN1C(=NCCOC)N[C@@H](c2cccc(F)c2)C(C(=O)OC)=C1C
    -1% | -0.2 | 21 | 0.5&-0.4 | 9% | 8&-3 | -13% | 4% | -1%
[38] Cc1nnc(SCCn2c(Br)nc3c2c(=O)[nH]c(=O)n3C)s1
    -2% | 5.7 | 0 | 0.5 | 23% | 2 | 3% | 5% | 8%
[39] COC(=O)[C@H]1C[C@@H]1[C@H](NS(=O)(=O)c1ccccc1)c1ccccc1
    -4% | -1.7 | 27 | -0.2 | 11% | 13 | ? | -4% | 5%

Another view of some results above.
No.	compound	Pin1 inhibitor	D2 ag	D2 antagonist	TRHR ag	rTrxR1 inhibitor	TRHR PAM	USP1-UAF1 inh	IDH1 R132H inh	TrxR1 substrate
37	CCN1C(=NCCOC)N[C@@H](c2cccc(F)c2)C(C(=O)OC)=C1C	-1%	-0.2	21	0.5&-0.4	9%	8&-3	-13%	4%	-1%
38	Cc1nnc(SCCn2c(Br)nc3c2c(=O)[nH]c(=O)n3C)s1	-2%	5.7	0	0.5	23%	2	3%	5%	8%

Single entries from the results shown:
CN(C)c1ccnc(Nc2ccc(O)cc2)c1C#N – TrxR1 substrate: 1%[57.1 µM]
CC1CCN(C(=O)CSc2c3c(nc4cc(Cl)ccc24)CCCC3)CC1 – TrxR1 substrate: -7%
CCN1C(=NCCOC)N[C@@H](c2cccc(F)c2)C(C(=O)OC)=C1C – TRHR ag: 0.5&-0.4
Cc1nnc(SCCn2c(Br)nc3c2c(=O)[nH]c(=O)n3C)s1 – D2 antagonist: 0

Only part of the results is shown; rates above refer to the full screens.
